Source: PubChem BioAssay (Broad Institute)
Pf Dd2 growth = P. falciparum Dd2 growth inhibitors, primary screen, SYBR Green fluorescence, single dose replicates | 72 h; active compounds read low | activity change, % at 10 µM | hit rate 2.3% among 94,000; in the data active means activity change below about -80%; inconclusive means no clear call, values can overlap the other calls
C diff growth = C. difficile growth inhibitors, primary screen, HTS; hit rate 0.25% among 86,000; growth activity, negative = inhibition, % at 16 µg/mL (by protocol); Clostridium difficile clinical isolate growth, OD600, 24 h; active compounds read low;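 active means mean growth activity at or below -80% and every replicate also at or below -80%; inconclusive means mean at or below -80% but some replicate above -80%; inactive means mean growth activity above -80%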;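 further: 0% = DMSO wells and -100% = levofloxacin 16 µg/mL wells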
Tcruzi prolif = T. cruzi intracellular proliferation inhibitors, primary screen, cell-based, beta-gal Tulahuen parasites, NIH3T3 host, luminescence; T. cruzi beta-gal in NIH3T3, GalScreen luminescence, 90 h; AID 624255, 2012; inhibition, % at 8.34 µM; hit rate 5.9% among 77,000;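 active means mean inhibition above about 93%, with at least 55% of replicates each passing it, limit read from the data, passing the limit was not always enough; inconclusive means only one of those two conditions holds; inactive means neither condition holds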
KDM4C inh = inhibitors of GASC-1 (KDM4C) histone demethylase, primary screen, biochemical, single concentration HTS | hit rate 0.15% among 96,000 | GST-KDM4C 2-372, H3K9me3 peptide, LANCE TR-FRET | inhibition, % at 12.5 µM;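 active means mean replicate inhibition above about 25%, with at least 55% of replicates also reaching it, limit read from the data, passing the limit was not always enough; inconclusive means only one of those two conditions met; inactive means neither condition met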
Target sequence (Q9H3R0 2-372 limits assumed): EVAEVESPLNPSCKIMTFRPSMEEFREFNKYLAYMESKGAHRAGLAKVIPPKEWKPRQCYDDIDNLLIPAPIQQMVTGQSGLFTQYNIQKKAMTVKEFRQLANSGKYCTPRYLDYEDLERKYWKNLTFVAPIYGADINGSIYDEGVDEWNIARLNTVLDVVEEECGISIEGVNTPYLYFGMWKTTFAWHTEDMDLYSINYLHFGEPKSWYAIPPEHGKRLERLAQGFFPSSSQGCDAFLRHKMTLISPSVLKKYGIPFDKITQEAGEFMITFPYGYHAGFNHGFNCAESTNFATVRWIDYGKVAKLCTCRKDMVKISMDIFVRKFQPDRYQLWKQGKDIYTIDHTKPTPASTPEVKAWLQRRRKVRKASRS
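reagent = H3K9me3 peptide substrate, Fe(II), 2-oxoglutarate | system = GST-tagged GASC-1 (JMJD2C) catalytic fragment, aa 2-372 | amount = enzyme final amount 10 nM | read-out = Fall in 671/618 emission ratio as inhibition | medium = HEPES buffer, pH 7.5, plus ascorbate | schedule = 30 min reaction, 60 min detection, RT | measured by = LANCE TR-FRET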
Active calls of the source: *; ? = inconclusive; · = not tested or not shown; & = joins results of further samples; ! = not confirmed by another sample.

Second line of a record – Pf Dd2 growth | C diff growth | Tcruzi prolif | KDM4C inh
[1] C[C@@H]1CN([C@H](C)CO)S(=O)(=O)c2ccc(C3=CCCCC3)cc2O[C@H]1CN(C)C(=O)CN(C)C
→ -63 | 0 | 87 | 1.6
[2] C[C@H](CO)N1C[C@H](C)[C@@H](CN(C)S(=O)(=O)c2ccccc2)OCc2cnnn2CCCC1=O
→ -8&1 | · | -27&41 | -0.8
[3] C[C@H](CO)N1C[C@H](C)[C@H](CN(C)Cc2ccncc2)Oc2ccc(NS(=O)(=O)c3cccs3)cc2C1=O
→ 22 | 0 | -114 | 1.4
[4] O=C(C[C@@H]1C=C[C@@H](NC(=O)Nc2cc(F)ccc2F)[C@@H](CO)O1)NCc1ccccn1
→ 12 | -1 | -14 | 0.4
[5] CNC[C@H]1Oc2cc(C#Cc3ccccc3)ccc2S(=O)(=O)N([C@@H](C)CO)C[C@@H]1C
→ -85* | 30 | · | -5.0
[6] CC(=O)NC[C@H]1[C@H](c2ccc(-c3cccnc3)cc2)[C@@H](CO)N1C(=O)C1CCC1
→ 22 | -7 | 2 | 1.2
[7] C[C@@H]1CN([C@@H](C)CO)C(=O)c2cc(-c3cccc(C#N)c3)cnc2O[C@H]1CN(C)Cc1cncnc1
→ 27 | 1 | 5 | 0.7
[8] O=C(Nc1ccc(Cl)cc1)N1C[C@@H]2[C@H](c3ccccc31)[C@@H](CO)N2CC1CCCC1
→ -16 | 43 | 43 | 0.0
[9] COc1ccccc1NC(=O)N[C@H]1CC[C@@H](CC(=O)N2CCC(Cc3ccccc3)CC2)O[C@H]1CO
→ 0 | -1 | · | 0.5
[10] CO[C@@H]1CC[C@@H]2CCN(C)C(=O)[C@@H](C)N(C)C(=O)c3cc(C#N)ccc3OC[C@@H]1O2
→ · | 12 | 13 | 0.7
[11] CCCNC(=O)NC[C@@H]1[C@@H](c2ccc(C3=CCCC3)cc2)[C@H](CO)N1C(=O)CC
→ -41 | 10 | -49 | 2.5
[12] C[C@@H]1CCCCO[C@@H](CN(C)C(=O)NC2CCCCC2)[C@H](C)CN([C@H](C)CO)C(=O)c2cc(NS(C)(=O)=O)ccc2O1
→ 19 | · | 6 | -1.3
[13] CCCN1C[C@@H](C)[C@H](OC)CN(C)C(=O)c2cc(NC(=O)NC3CCCC3)ccc2OC[C@@H]1C
→ 22 | 7 | · | ·
[14] C[C@@H]1CN([C@H](C)CO)C(=O)Cc2cc(N(C)C)ccc2O[C@H]1CN(C)Cc1ccc(C(=O)Nc2ccccc2N)cc1
→ -41 | -4 | 87 | 1.9
[15] C[C@@H]1CCCCO[C@H](CN(C)CC2CCCCC2)[C@@H](C)CN([C@H](C)CO)C(=O)c2cc(NC(=O)c3ccncc3)ccc2O1
→ 32 | · | 36 | -0.4
[16] COc1cccc(-c2cnc3c(c2)C(=O)N([C@H](C)CO)C[C@@H](C)[C@@H](CN(C)Cc2cccnc2)O3)c1
→ 25 | 3 | 6 | 2.2
[17] CO[C@H]1CN(C)C(=O)c2cc(NC(=O)C3CC3)ccc2OC[C@@H](C)N(C(=O)c2cnccn2)C[C@@H]1C
→ 32 | · | -44 | 1.5
[18] COc1ccc(S(=O)(=O)N(C)C[C@@H]2Oc3ccc(NC(=O)Cn4cnnn4)cc3C(=O)N([C@H](C)CO)C[C@@H]2C)cc1
→ -36 | -4 | 11 | -1.3
[19] C[C@H]1CN([C@@H](C)CO)C(=O)c2cc(C3=CCCC3)cnc2O[C@H]1CN(C)C(=O)c1ccc(F)cc1
→ -19 | -6 | 16 | 1.6
[20] COc1ccc(NC(=O)Nc2ccc3c(c2)CC(=O)N([C@@H](C)CO)C[C@H](C)[C@@H](CN(C)C(=O)Nc2ccccc2)O3)cc1
→ 7 | 19&2 | · | -0.3
[21] COc1ccc(C#Cc2cnc3c(c2)C(=O)N([C@H](C)CO)C[C@H](C)[C@@H](CN(C)CC2CCCC2)O3)cc1
→ 24 | -2 | 12 | 3.1
[22] Cc1ccccc1S(=O)(=O)N1C[C@H](O)COC[C@H]2O[C@@H](CC(=O)NCc3ccccc3Cl)CC[C@@H]21
→ · | -4&-4 | 0 | -0.3
[23] C[C@@H]1CCCCO[C@H](CN(C)C(=O)Nc2ccccc2)[C@@H](C)CN([C@H](C)CO)C(=O)c2cc(NC(=O)Nc3ccccc3)ccc2O1
→ -17 | 4 | 37 | -1.1
[24] C[C@@H]1CN([C@@H](C)CO)C(=O)Cc2cc(NC(=O)C3CC3)ccc2O[C@H]1CN(C)S(=O)(=O)c1ccc(Cl)cc1
→ -24 | -3 | 48 | 0.2
[25] CCC(=O)Nc1ccc2c(c1)OC[C@H](C)N(C(C)=O)C[C@@H](C)[C@H](OC)CN(C)C2=O
→ 13 | 3 | · | -0.5
[26] O=C(C[C@H]1CC[C@@H](NC(=O)c2ccccc2)[C@@H](CO)O1)NCc1ccc(Oc2ccccc2)cc1
→ -8 | 1 | -74 | -0.6
[27] CO[C@@H]1CN(C)C(=O)c2cc(NC(C)=O)ccc2OC[C@H](C)N(C(=O)C2CCC2)C[C@H]1C
→ 6 | -4 | · | 2.6
[28] C[C@H]1CN([C@@H](C)CO)C(=O)Cc2cc(NC(=O)Nc3ccc4c(c3)OCO4)ccc2O[C@@H]1CN(C)S(=O)(=O)c1ccc(Cl)cc1
→ -23 | -2 | 11 | -0.6
[29] C[C@@H]1CN([C@H](C)CO)C(=O)c2cc(N(C)C)ccc2O[C@@H]1CN(C)S(C)(=O)=O
→ 10 | 1 | 14 | 12
[30] COc1ccc(NC(=O)Nc2ccc3c(c2)CC(=O)N([C@H](C)CO)C[C@H](C)[C@@H](CN(C)S(C)(=O)=O)O3)cc1
→ 17 | -8 | 40 | -0.4
[31] C[C@@H]1CN([C@@H](C)CO)C(=O)Cc2cc(NS(=O)(=O)c3ccc(F)cc3)ccc2O[C@H]1CN(C)S(=O)(=O)c1ccccc1
→ -28 | -11 | -12 | -2.5
[32] COCC(=O)N[C@@H]1CC[C@@H](CC(=O)NCc2ccccc2OC)O[C@H]1CO
→ -9 | · | -28 | 0.9
[33] CNC[C@@H]1OCCCC[C@H](C)Oc2ccc(NC(=O)Nc3ccc(C(F)(F)F)cc3)cc2C(=O)N([C@H](C)CO)C[C@H]1C
→ -18 | 35 | 34 | -1.2
[34] C[C@@H]1CN([C@@H](C)CO)S(=O)(=O)c2ccc(-c3cccnc3)cc2O[C@@H]1CN(C)C(=O)C1CCCCC1
→ -18 | -1 | 70 | -2.7
[35] O=S(=O)(N[C@H]1CC[C@@H](CCn2cc(C3(O)CCCC3)nn2)O[C@@H]1CO)c1ccc(F)cc1
→ -6 | 1 | -52 | 36*
[36] COc1ccc(NC(=O)Nc2ccc3c(c2)C(=O)N([C@H](C)CO)C[C@H](C)[C@@H](CN(C)C(=O)NC(C)C)OCCCC[C@@H](C)O3)cc1
→ 13 | 3 | 26 | -0.6
[37] CC(C)NC(=O)Nc1cccc2c1O[C@H](CN(C)Cc1ccccc1)[C@@H](C)CN([C@@H](C)CO)C2=O
→ -19 | -10 | 48 | 0.3
[38] CNC[C@H]1OCCCC[C@@H](C)Oc2ccc(NC(=O)NC(C)C)cc2C(=O)N([C@@H](C)CO)C[C@H]1C
→ 57 | 2 | -16 | 0.7
[39] CC(C)COC(=O)N(C)C[C@H]1OCc2cnnn2CCCC(=O)N([C@H](C)CO)C[C@@H]1C
→ 0&22 | -2&0 | 6&-33 | -0.3
[40] CC(C)C#Cc1ccc2c(c1)O[C@H](CN(C)CC1CC1)[C@H](C)CN([C@@H](C)CO)S2(=O)=O
→ -38 | · | 51 | -0.1
[41] COc1ccc(NC(=O)N(C)C[C@H]2OCCCC[C@@H](C)Oc3ccc(N(C)C)cc3C(=O)N([C@H](C)CO)C[C@@H]2C)cc1
→ 10&-15 | -3&-2 | 105*! | 1.4
[42] C[C@@H]1CN([C@H](C)CO)C(=O)CCCn2cc(nn2)CO[C@H]1CN(C)C(=O)Nc1ccc2c(c1)OCO2
→ 0&-2 | 3&1 | 20&10 | 2.4
[43] C[C@H]1CN([C@@H](C)CO)C(=O)c2cccc(NC(=O)CCCCCC(=O)Nc3ccccc3N)c2O[C@H]1CN(C)Cc1ccc(Oc2ccccc2)cc1
→ -90* | 10 | · | -0.6
[44] C[C@@H]1CN([C@@H](C)CO)C(=O)Cc2cc(NS(=O)(=O)c3ccc(Cl)cc3)ccc2O[C@H]1CN(C)Cc1ccccc1
→ -33 | 1 | 79 | 7.4
[45] C[C@@H]1CN([C@@H](C)CO)S(=O)(=O)c2ccc(/C=C/c3ccccc3)cc2O[C@@H]1CN(C)C(=O)NC1CCCC1
→ -20 | -5 | ? | -1.7
[46] CO[C@H]1CN(C)C(=O)c2cc(NC(=O)C3CC3)ccc2OC[C@H](C)N(Cc2cncnc2)C[C@H]1C
→ 20 | 2 | 11 | -1.7
[47] O=C(NC[C@H]1[C@H](c2ccccc2)[C@H](CO)N1Cc1ccccn1)C1CCC1
→ 16 | -2 | 12 | 1.5
[48] COCC(=O)Nc1ccc2c(c1)C(=O)N(C)C[C@@H](OC)[C@@H](C)CN(Cc1ccccc1OC)[C@H](C)CO2
→ 6 | -1 | -37 | 1.0
[49] C[C@H]1CCCCO[C@H](CN(C)C(=O)c2ccccc2)[C@@H](C)CN([C@@H](C)CO)C(=O)c2cc(NS(=O)(=O)c3ccc(F)cc3)ccc2O1
→ -52 | 3 | 68 | 1.0
[50] C[C@H](CO)N1C[C@H](C)[C@H](CN(C)CC2CC2)OCCCC[C@H](C)Oc2ccc(NC(=O)Nc3ccccc3)cc2C1=O
→ -77 | 3 | 98* | 9.7
[51] Cc1noc(C)c1S(=O)(=O)Nc1ccc2c(c1)C(=O)N([C@@H](C)CO)C[C@@H](C)[C@@H](CN(C)Cc1ccncc1)O2
→ 25 | -2 | 42 | -0.4
[52] C[C@@H]1CN([C@H](C)CO)C(=O)Cc2cc(N(C)C)ccc2O[C@@H]1CN(C)Cc1ccc(Cl)c(Cl)c1
→ 0 | 6 | 11 | 1.9
[53] CO[C@H]1CN(C)C(=O)c2cc(NS(=O)(=O)c3ccccc3)ccc2OC[C@@H](C)N(Cc2nccs2)C[C@H]1C
→ -32 | · | 18 | -1.0
[54] CNC(=O)C[C@@H]1CC[C@@H]2[C@@H](COc3ccc(NC(=O)c4ccccc4Cl)cc3C(=O)N2C)O1
→ 7 | 0 | -6 | 2.1
[55] C[C@@H]1CN([C@H](C)CO)C(=O)CCCn2cc(nn2)CO[C@@H]1CN(C)C(=O)Nc1ccc(N2CCCCC2)cc1
→ -18 | 1 | -21 | 5.3
[56] COc1ccc(S(=O)(=O)N(C)C[C@@H]2Oc3c(NC(=O)Nc4ccc5c(c4)OCO5)cccc3C(=O)N([C@@H](C)CO)C[C@H]2C)cc1
→ -25 | -5 | -61 | -0.2
[57] C[C@H](CO)N1C[C@H](C)[C@H](CN(C)S(C)(=O)=O)OCc2cn(nn2)CCCC1=O
→ 23 | -4 | 45 | -0.4
[58] COc1ccc2c3c(n(C)c2c1)[C@@H](CO)N(C(=O)NC(C)C)CC31CCN(CC2CCCCC2)CC1
→ -71 | -6 | · | -0.6
[59] COc1ccccc1-c1ccc2c(c1)[C@H]1[C@H](CCN1Cc1ccccc1F)[C@@H](CO)N2
→ -58 | 48 | · | -0.1
[60] CN1C(=O)c2cc(NC(=O)c3ccccc3F)ccc2OC[C@@H]2O[C@@H](CC(=O)NCc3ccc4c(c3)OCO4)CC[C@H]21
→ -53 | -2 | 13 | -2.5
[61] C[C@@H]1CN([C@@H](C)CO)C(=O)c2cc(NC(=O)Nc3ccc(C(F)(F)F)cc3)ccc2O[C@@H]1CN(C)S(C)(=O)=O
→ 25 | 3 | · | 0.8
[62] COc1ccc(S(=O)(=O)Nc2ccc3c(c2)CC(=O)N([C@H](C)CO)C[C@@H](C)[C@H](CN(C)C(=O)Nc2cccc4ccccc24)O3)cc1
→ -4 | -5 | 5 | 0.1

Some of these compounds in order of their number in KDM4C inh, high to low:
item	molecule	KDM4C inh
41	COc1ccc(NC(=O)N(C)C[C@H]2OCCCC[C@@H](C)Oc3ccc(N(C)C)cc3C(=O)N([C@H](C)CO)C[C@@H]2C)cc1	1.4
38	CNC[C@H]1OCCCC[C@@H](C)Oc2ccc(NC(=O)NC(C)C)cc2C(=O)N([C@@H](C)CO)C[C@H]1C	0.7
39	CC(C)COC(=O)N(C)C[C@H]1OCc2cnnn2CCCC(=O)N([C@H](C)CO)C[C@@H]1C	-0.3
58	COc1ccc2c3c(n(C)c2c1)[C@@H](CO)N(C(=O)NC(C)C)CC31CCN(CC2CCCCC2)CC1	-0.6
33	CNC[C@@H]1OCCCC[C@H](C)Oc2ccc(NC(=O)Nc3ccc(C(F)(F)F)cc3)cc2C(=O)N([C@H](C)CO)C[C@H]1C	-1.2
45	C[C@@H]1CN([C@@H](C)CO)S(=O)(=O)c2ccc(/C=C/c3ccccc3)cc2O[C@@H]1CN(C)C(=O)NC1CCCC1	-1.7

Entries by screen from the entries so far:
Nos. 36–39 in KDM4C inh read -0.6, 0.3, 0.7, -0.3
Nos. 36–39 in C diff growth read 3, -10, 2, -2&0
